High-throughput results as filed in PubChem BioAssay.
PGC1a acetyl inh – inhibitors of PGC1a acetylation signal, primary screen, cell-based, U2OS, AlphaScreen, inhibitor mode. AlphaScreen anti-acetyl-lysine; with virally co-expressed GCN5 acetyltransferase. inhibition, % at 15.6 µM. 0.17% of 350,000 active;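 active = every replicate shows inhibition of at least 40%; inconclusive = mean inhibition at least 40% but some replicate below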;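 note: 0% = neutral control wells and 100% = positive control wells; some results beyond the cut were filed as inactive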
S100A4 MyoIIA – inhibitors of S100A4-myosin IIA peptide binding, primary screen, biochemical, fluorescence polarization, TAMRA-MyoIIA peptide | Protein S100-A4 (Homo sapiens), P26447 | inhibition, % at 10.7 µM | 0.14% of 360,000 active | AID 652163, 2013;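 active = mean inhibition of at least 70% across replicates, with every replicate also reaching that level; inconclusive = mean inhibition reaches 70% but some replicates fall short; inactive = mean inhibition below 70%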
Target sequence (P26447 whole entry, looked up): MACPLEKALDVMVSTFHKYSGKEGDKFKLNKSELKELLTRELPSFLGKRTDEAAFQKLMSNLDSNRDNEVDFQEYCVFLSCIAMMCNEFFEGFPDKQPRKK
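Assay system: human S100A4 monomer with TAMRA-labelled myosin IIA peptide / Buffer or medium: Calcium-containing HEPES buffer, pH 7.2 / Reagent: TAMRA-labelled myosin IIA heavy-chain peptide probe, 5 nM / Compound: one dose per compound / Timing: polarization read 5 min after assay mix addition, stable 5–60 min / Benchmarks: neutral control DMSO, positive control TFP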
EWS-Fli block – EWS/Fli-driven NR0B1 reporter inhibitors, primary screen, A673 cells, NR0B1 luciferase, luminescence, MLPCN library; viability-normalised; AID 651661, 2012; 0.67% of 350,000 active; inhibition, % at 12.6 µM;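 active = mean inhibition of at least 50% after viability correction, with every replicate also passing that limit; inconclusive = mean reaches 50% but only one of two replicates passes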;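 note: firefly luciferase signal divided by Alamar Blue viability fluorescence both relative to DMSO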
FN deposit inh – inhibitors of fibronectin matrix deposition, primary screen, AH1F cells, Alexa488-fibronectin fluorescence, plate reader | inhibition, % at 12.6 µM | 0.086% of 350,000 active | AH1F fibroblasts, overnight;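 active = mean inhibition across replicates of 30% or more, regardless of how many single replicates reach that level; inconclusive = mean under 30% yet at least half of replicates reach 30%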;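 note: positive control wells lacked labelled fibronectin entirely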
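Material – AH1F fibroblast monolayer, labelled fibronectin deposition · Reagent – labelled fibronectin 24 nM · Timing – 1 h adhesion, overnight exposure · Measured by – fluorescence at 485 nm excitation, 525 nm emission · Read-out – inhibition of fibronectin deposition signal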
PglD DTNB – C. jejuni PglD acetyltransferase inhibitors, primary screen, biochemical, DTNB colorimetric, single point; purified PglD enzyme, DTNB colorimetric CoA detection; inhibition, % at 12.5 µM; 0.098% of 360,000 active; in the data active = inhibition above about 16%, passing the limit was not always enough; inconclusive = no clear call, values can overlap the other calls; note: strong numbers were not always called active
LGR2 antag – inhibitors of bursicon-induced LGR2 CRE-luciferase signal, primary screen, cell-based, HEK293, CRE-luciferase reporter, bursicon stimulation | Drosophila bursicon receptor LGR2 (rickets) | bursicon-stimulated, 4 h | inhibition, % at 9.99 µM | 0.35% of 380,000 active;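 active = drop in luminescence signal, shown as inhibition above about 50% in the replicate tests, limit read from the data, passing the limit was not always enough; inconclusive = probably only some replicates passing the limit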;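 note: agonist challenge used bursicon conditioned medium at about half maximal strength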
PAX8 reporter – inhibitors of PAX8-driven TPO luciferase reporter, primary screen, RMG-I cells, single concentration; SteadyGlo, 24 h; inhibition, % at 12.6 µM; 1.2% of 360,000 active;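 active = mean replicate inhibition at least 60% with every replicate also reaching 60%; inconclusive = only one of the two criteria is met; inactive = mean below 60% and not all replicates reaching 60%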;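 note: luciferase light reporting Pax8 driven TPO promoter activity; plate controls were median of neutral control wells for no effect and mitoxantrone controls for full effect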
ERAP1 inh – human ERAP1 aminopeptidase inhibitors, primary screen, biochemical, single point, plate reader | Endoplasmic reticulum aminopeptidase 1 (Homo sapiens), Q9NZ08 | recombinant ERAP1, Leu-AMC fluorescence, 60 min | inhibition, % at 10.7 µM | 0.15% of 340,000 active;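 active = mean replicate inhibition of at least 30%, or all replicates individually reaching that 30% level; inactive = mean below 30% and not every replicate reaching it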;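 note: 0% = neutral control wells and 100% = L-leucinethiol positive control wells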
Target sequence (Q9NZ08 whole entry, looked up): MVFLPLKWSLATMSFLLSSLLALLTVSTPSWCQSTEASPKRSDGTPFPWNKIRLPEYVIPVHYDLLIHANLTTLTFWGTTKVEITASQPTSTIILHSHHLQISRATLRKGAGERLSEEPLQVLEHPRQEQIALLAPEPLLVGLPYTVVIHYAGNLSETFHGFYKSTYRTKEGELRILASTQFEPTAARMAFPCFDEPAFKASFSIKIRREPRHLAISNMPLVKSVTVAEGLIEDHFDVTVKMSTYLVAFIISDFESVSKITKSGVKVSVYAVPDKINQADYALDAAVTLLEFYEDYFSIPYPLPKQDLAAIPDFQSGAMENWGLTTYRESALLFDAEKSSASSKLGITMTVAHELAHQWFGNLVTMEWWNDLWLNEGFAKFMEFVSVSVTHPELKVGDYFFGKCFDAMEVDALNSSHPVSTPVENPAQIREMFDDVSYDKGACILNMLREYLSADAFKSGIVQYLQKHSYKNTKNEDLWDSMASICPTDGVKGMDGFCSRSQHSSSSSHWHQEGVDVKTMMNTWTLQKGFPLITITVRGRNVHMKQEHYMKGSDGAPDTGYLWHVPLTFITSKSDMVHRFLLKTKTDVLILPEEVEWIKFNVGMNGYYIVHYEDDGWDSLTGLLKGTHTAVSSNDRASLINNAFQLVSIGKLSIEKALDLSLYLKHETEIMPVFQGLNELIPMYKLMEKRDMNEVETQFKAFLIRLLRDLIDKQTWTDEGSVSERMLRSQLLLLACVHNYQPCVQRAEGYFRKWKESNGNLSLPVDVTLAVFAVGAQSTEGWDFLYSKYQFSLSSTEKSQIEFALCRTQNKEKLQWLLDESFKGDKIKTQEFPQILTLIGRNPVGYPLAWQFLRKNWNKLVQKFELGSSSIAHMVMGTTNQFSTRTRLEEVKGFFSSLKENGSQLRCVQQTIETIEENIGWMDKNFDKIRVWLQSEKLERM
* = called active by the depositor; ? = inconclusive; nt = no result given.

Each structure is followed by: PGC1a acetyl inh, S100A4 MyoIIA, EWS-Fli block, FN deposit inh, PglD DTNB, LGR2 antag, PAX8 reporter, ERAP1 inh
1: CC1SCC(NC(=O)c2cccc(Cl)c2)CS1 (stereo unspecified)
 : -2, 0, 4, 5, -9, -5, 5, nt
2: O=C(CSc1nnc(-c2ccccc2O)o1)N1CCOCC1
 : 13, 2, -52, 6, 10, -1, -126, -1
3: CN(CC(=O)Nc1cccc(F)c1)C(=O)c1ccc(OCC2CCCO2)cc1 (stereo unspecified)
 : 6, -4, -2, -4, 5, -9, nt, -2
4: O=C(CN(c1cccc(Cl)c1)S(=O)(=O)c1ccccc1)NN=C1CCCC1
 : nt, -3, 9, 0, -2, -4, -7, 5
5: CCOc1cc(C(=O)OCC(=O)Nc2cccc(S(=O)(=O)NC3=NCCCCC3)c2)cc(OCC)c1OCC
 : -21, -8, 4, 3, 1, 7, 17, -1
6: CCN(CC)C(=O)[C@H]1C[C@H](CC(=O)NCC23CC4CC(CC(C4)C2)C3)C(=O)N2CCc3c([nH]c4ccc(Cl)cc34)[C@]12C
 : 0, -5, -1, -5, 1, 14, 41, -3
7: Cc1cc(C)c2cc(C(=O)N3CCC(Cc4ccccc4)CC3)[nH]c2c1
 : nt, 1, -4, -9, 1, -9, 9, 0
8: CC(=O)Nc1ccc2c(c1)C(=O)N(C)[C@@H]1CC[C@@H](CC(=O)NCc3ccccc3)O[C@@H]1CO2
 : -1, 3, 5, -16, -3, -16, 6, 0
9: C=CCN1[C@@H](C)[C@@H](c2ccccc2)Oc2c(Cl)cccc2S1(=O)=O
 : nt, -1, 12, 3, nt, 32, -8, -1
10: N#Cc1ccc(-c2ccc3c(c2)[C@H]2[C@H](CCN2C(=O)c2cccnc2)[C@@H](CO)N3)cc1
 : 12, nt, 10, 5, -7, 8, 3, nt
11: CC(C)(C)C(=O)N1CCN(c2nc3ccc(Cl)cc3s2)CC1
 : nt, -4, -104, -17, -4, 17, -195, 2
12: Cn1c(=O)c(C(=O)NNC(=O)c2ccccc2Cl)c(O)c2ccccc21
 : -11, -4, 0, -2, -3, 22, 9, -2
13: C[C@@H]1CN([C@@H](C)CO)C(=O)c2cc(NC(=O)Nc3cccc4ccccc34)ccc2O[C@@H]1CN(C)S(=O)(=O)c1ccc(F)cc1
 : -18, 1, -5, nt, 3, 15, 15, 5
14: COc1cc(OC)cc(OCC(O)Cn2ccnc2C)c1 (stereo unspecified)
 : 14, nt, nt, 5, 0, nt, 0, nt
15: CCN(C(=O)c1cccc(S(=O)(=O)N2CCc3ccccc32)c1)C1CCS(=O)(=O)C1 (stereo unspecified)
 : -7, -1, 6, 7, -4, 6, 11, 2
16: CC1CCc2sc(C(=O)N3CCC(C(N)=O)CC3)cc2C1 (stereo unspecified)
 : -3, -2, -60, -3, -8, nt, -265, 0
17: O=C(NC[C@H]1[C@H](c2ccccc2)[C@H](CO)N1CC1CCCC1)c1cccnc1
 : -2, nt, 0, nt, -1, -3, -7, nt
18: O=C(C1CCCCC1)N1CC2(C1)[C@@H](c1ccccc1)[C@H](CO)N2Cc1ccccc1F
 : -12, 17, -13, nt, nt, -19, -1, -7
19: CCCC1(C(=O)OC)NC(c2ccco2)C2C(=O)N(C)C(=O)C21 (stereo unspecified)
 : 11, ?, -2, -5, nt, 17, 5, 0
20: O=C(Nc1ccc(N2CCOCC2)cc1)c1cccc(S(=O)(=O)N2CCCCCC2)c1
 : -16, 14, -11, nt, -6, 0, 11, -1
21: Cc1cccc(S(=O)(=O)N2C[C@@H](O)COC[C@@H]3O[C@@H](CC(=O)NCc4ccc5c(c4)OCO5)CC[C@H]32)c1
 : 2, 1, -8, 0, 2, 5, 1, 0
22: CCCCOC(=O)/C(=C\c1ccc([N+](=O)[O-])o1)NC(=O)c1ccccc1
 : -23, nt, nt, -4, -6, nt, 13, nt
23: C[C@H](CO)N1C[C@H](C)[C@@H](CN(C)Cc2ccc(Oc3ccccc3)cc2)Oc2ccc(NC(=O)c3ccncc3)cc2C1=O
 : 3, 8, -8, 13, 0, -25, -19, -1
24: CC1Cc2ccccc2N1S(=O)(=O)c1cccc(C(=O)c2nccn2C)c1 (stereo unspecified)
 : -1, 1, 5, nt, 5, -10, nt, -1
25: O=C(NN=C1CCCC1)c1cc(-c2ccc(F)cc2)nc2ccccc12
 : -1, 2, 13, 6, -1, 6, 15, -3
26: COc1cccc(/C=C/C(=O)NCc2cn3cc(Cl)ccc3n2)c1OC
 : 18, -1, 3, 7, nt, 6, -1, -4
27: CCOC(=O)[C@H]1[C@H]2COc3ccc(Br)cc3[C@@H]2N2C(=O)CN(Cc3ccc(C)cc3)C(=O)[C@@]12C
 : 3, -3, 3, -8, -2, 30, -20, nt
28: CO[C@H]1CN(C)C(=O)c2ccc(NC(C)=O)cc2OC[C@@H](C)N(Cc2cccc(F)c2)C[C@@H]1C
 : 6, nt, 1, 5, nt, 0, nt, nt
29: O=c1ccc2cc3ccoc3cc2o1
 : -8, 8, -5, nt, 6, 6, nt, nt
30: CC(C)NCCCOc1ccc(C(C)(C)c2ccccc2)cc1
 : -23, nt, nt, -13, 9, nt, 6, nt

Carrying on:
Each structure is followed by: PGC1a acetyl inh, S100A4 MyoIIA, EWS-Fli block, FN deposit inh, PglD DTNB, LGR2 antag, PAX8 reporter, ERAP1 inh
31: Cc1nn(Cc2ccccc2)c(Cl)c1/C=N/NC(=O)CNc1cccc(C(F)(F)F)c1
 : 1, nt, nt, -5, -3, -29, -8, nt
32: O=C(NC1CCN(Cc2ccccc2)CC1)c1cccc(NS(=O)(=O)c2ccc(Br)cc2)c1
 : nt, -2, 12, -1, 4, -6, 15, 2
33: Cc1ccccc1NC(=O)Nc1cc(-c2ccccc2)nn1C
 : 6, 2, -10, 11, nt, -4, 0, 4
34: COc1ccc(N2CCN(C(CNC(=O)CC(C)(C)C)c3ccc4c(c3)OCO4)CC2)cc1 (stereo unspecified)
 : -25, -2, 7, 6, -2, 0, 22, 2
35: COc1ccccc1NC(=O)O/N=C(\N)c1ccccc1
 : 4, 7, 7, -1, 4, -1, -2, -3
36: CO[C@H]1CN(C)C(=O)c2cc(NC(=O)C3CCCCC3)ccc2OC[C@H](C)N(Cc2nccs2)C[C@H]1C
 : 2, 4, 5, 7, 5, -7, -3, 7
37: COc1ccc(NC(=O)Nc2ccc3c(c2)[C@@H]2C[C@@H](CC(=O)N(C)C)O[C@H](CO)[C@@H]2O3)cc1
 : 5, 1, -2, -5, 2, 14, nt, -3
38: COc1cc(F)ccc1-c1csc(C(O)c2ccccc2)n1 (stereo unspecified)
 : nt, -3, -12, -10, 5, 9, -27, -4
39: CCCN1CCN(C(=S)Nc2ccc(SC(F)F)cc2)CC1
 : -2, 0, -10, 8, -4, 5, 20, 3
40: COc1cc(C=C2C(=O)OC(c3ccccc3)OC2=O)cc(Br)c1O (stereo unspecified)
 : nt, 6, 1, 9, nt, -8, -6, 3
41: NC(=O)C1CCN(C(=S)NC2CC3C=CC2C3)CC1 (stereo unspecified)
 : 2, 0, 10, -12, 4, 6, 7, 0
42: C=CCn1c(CCCOc2ccc(Cl)cc2Cl)nnc1SCC(=O)Nc1nccs1
 : -3, nt, nt, 6, 7, nt, 0, nt
43: CCCn1nnc(NC(=O)c2cccc(OCC)c2)n1
 : 6, -1, -64, nt, 6, -6, nt, 7
44: Cc1c2cnn(CC(=O)NCCN3CCOCC3)c(=O)c2c(C)n1Cc1ccc(F)cc1
 : 0, 0, -3, 6, -1, -1, 2, -1
45: COc1cccc(NC(=O)N[C@H]2C=C[C@H](CC(=O)N3CCOCC3)O[C@@H]2CO)c1
 : -6, -3, 1, 3, 2, 2, 0, 2
46: O=C(NCC1CCCCC1)[C@H]1[C@H](CO)[C@H]2Cn3c(ccc(-c4cccnc4)c3=O)[C@@H]1N2
 : -12, 5, 4, nt, nt, 2, nt, -2
47: Cc1ccc(-n2nc3c(c2NC(=O)CC(C)C)CS(=O)(=O)C3)cc1
 : 11, -3, nt, 4, 0, -6, -1, -1
48: C=CCNC(=O)[C@@H]1[C@H]2C(=O)O[C@H](c3ccccc3)[C@H](c3ccccc3)N2[C@H](c2ccccc2OCCO)[C@@]12C(=O)N(C(=O)OCCOC)c1ccc(C#CC3=CCCCC3)cc12
 : nt, -6, 11, nt, 3, nt, 68*, -2
49: COc1ccc(N2CCN(c3n[nH]c(N)n3)CC2)cc1
 : 7, 2, 1, 6, nt, 30, 38, 2
50: CCN(CC(=O)NCc1ccc(F)cc1)C(=O)COc1ccc(C)c(C)c1
 : -11, nt, nt, 5, 7, -3, 9, nt
51: O=S(=O)(c1ccccc1)N1CCCCN2[C@H](C1)[C@H](c1ccc(-c3ccccc3F)cc1)[C@@H]2CO
 : 3, 6, -16, nt, 1, 7, -32, 0
52: CC1(C)CC(=O)C=C(c2ccccc2CO)C1=O
 : 5, -1, 4, nt, 1, -17, 6, 1
53: COc1ccc(CCNC(=O)COC(=O)c2sc(C)nc2C)cc1
 : -9, -1, 0, -6, 0, 9, -14, 2
54: CCOc1ccc(C(=O)NCC(=O)Nc2cc(C)ccn2)cc1OCC
 : nt, -4, -26, 3, -3, -10, -15, -2
55: COc1ccc(C2C(C(C)=O)=C(O)C(=O)N2c2ccc(Br)cc2)cc1 (stereo unspecified)
 : 2, -2, -27, -14, -7, -12, -49, 0
56: O=C(O)c1ccc(NS(=O)(=O)c2ccc(N3C(=O)CCC3=O)cc2)cc1
 : nt, 2, -5, -4, -7, 9, -5, -1
57: C[C@@H]1CN([C@H](C)CO)C(=O)c2cccc(NS(=O)(=O)c3ccc(F)cc3)c2O[C@@H]1CN(C)C(=O)Nc1cccc2ccccc12
 : 0, 0, 1, -5, 3, 3, nt, 0
58: N#C[C@H]1[C@@H](c2ccc(C3=CCCCC3)cc2)[C@H](CO)N1C(=O)c1ccccn1
 : 2, 2, -8, 1, -2, 88*, 12, 2
59: Cc1ccc(/C(N)=N/OC(=O)c2ccc(C)cc2Cl)cc1
 : -4, -3, 28, -16, 3, 59*, -197, 1

Only PGC1a acetyl inh, for some of the entries so far:
#	Compound	PGC1a acetyl inh
55	COc1ccc(C2C(C(C)=O)=C(O)C(=O)N2c2ccc(Br)cc2)cc1 (stereo unspecified)	2
5	CCOc1cc(C(=O)OCC(=O)Nc2cccc(S(=O)(=O)NC3=NCCCCC3)c2)cc(OCC)c1OCC	-21
